# INS promoter inh: TRM-6 insulin promoter activity inhibition; TRM-6 cells (human fetal islet line), insulin promoter-eGFP reporter, imaging; reporter expression induced with tamoxifen; inhibition, % at 2 µM; actives 0.9% (n = 130,000); AID 1273;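 active = inhibition above the mean plus 3 SD, with well images judged a real hit on visual review, cut at about 60% in these data, passing the limit was not always enough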
# sdo1 growth: compounds rescuing growth of sdo1-depleted yeast, bone marrow failure model | AID 817 | actives 0.21% (n = 140,000) | z-score at 10 µM | S. cerevisiae sdo1-depleted JHY4D growth rescue, OD600 30 h; hits give high values; pdr5 snq2 efflux-pump mutant strain;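 active = z-score above 3 at both the 24 hr and the 30 hr optical density reads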;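 note: z-score against mean and SD of all compound wells on the same plate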
# sdo1 growth Rescue 24 h: also measured in sdo1 growth; calls as there; z-score; S. cerevisiae sdo1-depleted JHY4D growth rescue, OD600; measured here: growth rescue at 24 h;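 0 is the plate mean of compound wells and units are plate SD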
# * marks the source's active call; other numbers are inactive results; i = inactive; . = no result given.
# Sample of the layout (4 entries):
# Each structure is followed by: INS promoter inh, sdo1 growth, sdo1 growth Rescue 24 h
O=C(Nc1ccc2c(c1)OCO2)c1sc2cc(Cl)ccc2c1Cl
  ., 1.2, 1.7
COc1cc(C2NC(=O)NC(C)=C2C(=O)NCc2ccccc2)c(Cl)cc1O (configuration not stated)
  -11, 0.8, 1.1
CCOC(=O)c1[nH]c2c(c1C)C(=O)CC(c1ccco1)C2 (configuration not stated)
  ., 1.1, 0.78
CCOc1ccccc1NC(=O)CNS(=O)(=O)c1ccc2nc(C)sc2c1
  -43, ., .

# Results, from the first entry:
# Each structure is followed by: INS promoter inh, sdo1 growth, sdo1 growth Rescue 24 h
O=C(Nc1ccc2c(c1)OCO2)c1sc2cc(Cl)ccc2c1Cl
  ., 1.2, 1.7
COc1cc(C2NC(=O)NC(C)=C2C(=O)NCc2ccccc2)c(Cl)cc1O (configuration not stated)
  -11, 0.8, 1.1
CCOC(=O)c1[nH]c2c(c1C)C(=O)CC(c1ccco1)C2 (configuration not stated)
  ., 1.1, 0.78
CCOc1ccccc1NC(=O)CNS(=O)(=O)c1ccc2nc(C)sc2c1
  -43, ., .
CC(C(=O)OCC(=O)Nc1ccc2c(c1)OCO2)N1C(=O)c2ccccc2C1=O (configuration not stated)
  -23, 0.45, 0.35
COc1ccc(C(=O)NC(=S)NCc2cccnc2)cc1[N+](=O)[O-]
  -71, 0.01, -0.17
Cc1cc(C)n2nc(C(=O)OCC(=O)Nc3ccc4c(c3)OC(F)(F)O4)nc2n1
  54, 0.95, 1.1
CCOC(=O)c1c(NC(C)=O)sc2c(O)c(CN3CCN(CC)CC3)ccc12
  86*, 0.89, 0.42
COc1ccc(C(C)=O)cc1CSc1nc2ccccc2o1
  0, -1.4, -1.5
Cc1[nH]nc2c1C(c1ccc(-c3ccc(Cl)cc3)o1)C(C#N)=C(N)O2 (configuration not stated)
  28, -1.9, -0.17
Cc1cccc2c1N1C(=O)c3c(C(=O)O)cccc3C1CC2C (configuration not stated)
  -133, -0.4, 0.03
COC(=O)CCCc1nc2ccccc2s1
  -7, 0.33, 0.33
COc1ccc(Br)cc1C(=O)Nc1cccc(C)c1
  17, -0.57, -0.23
COc1ccc(-c2nnc(SC3CCOC3=O)n2C2CCCCC2)cc1OC (configuration not stated)
  ., 0.19, -0.12
O=C(Cc1cccc2ccccc12)OCn1nnc2ccccc2c1=O
  ., -0.78, -1
CCOc1ccc(-n2c(=O)c3c4c(sc3n(CC(=O)NCc3ccco3)c2=O)CCC4)cc1
  ., -1.3, 0.03
COc1ccc(-c2cc(=O)c3cc(OC)ccc3[nH]2)cc1
  5, -0.08, -0.43
CCOC(=O)CNC(=O)C(CC(C)C)NC(=O)C1CCCCC1 (configuration not stated)
  -3, -0.14, -1.2
O=C(/C=C/c1ccc(Cl)c([N+](=O)[O-])c1)Nc1cccc(NC(=O)c2ccco2)c1
  -37, -0.49, -0.17
Cc1ccc(CNC(=O)Nc2ccccc2)cc1
  ., 0.68, -0.05
CC(C)(C)C(=O)Nc1ccccc1N1CCN(C(=O)c2ccc(Cl)cc2)CC1
  34, 0.17, 0.48
O=C(CSc1nnc(-c2ccc(OC(F)F)cc2)o1)NC(=O)NCc1ccco1
  ., -1.3, -0.37
CCCCC(=O)Oc1cc(C)[nH]c(=O)c1[N+](=O)[O-]
  15, ., .
Cc1ccc(CN2C(=O)c3ccccc3C2C(=O)NCC2CCCO2)cc1 (configuration not stated)
  -26, 0.59, 1.6
CCCCNC(=S)N/N=C/c1ccccc1F
  -33, -0.94, -0.45
COc1cccc(C2CC(c3cccs3)=NN2C(=O)CSc2nc3ccccc3s2)c1OC (configuration not stated)
  ., 0.71, 0.33
CCn1cc(S(=O)(=O)CC(=O)Nc2ccc3c(c2)OCCO3)c2ccccc21
  ., -0.03, -0.32
COc1ccccc1CNC(=O)CSc1nc2ccccc2c(=O)n1CCCN1CCOCC1
  -35, ., .
O=C(NC(=S)NCc1ccccc1)c1ccc2c(c1)OCO2
  ., -1.4, -1.5
CCC(C)N1CC23C=CC(O2)C(C(=O)OC)C3C1=O (configuration not stated)
  20, 1, 0.9
CSc1ccccc1NC(=O)Cc1ccc(Br)cc1
  4, -1.5, -0.88
O=C(Nc1ccc(F)cc1)c1cccc(N2C(=O)C3C4CCC(C4)C3C2=O)c1 (configuration not stated)
  -38, 0.36, 0.26
Cc1ccc(-c2ccc(CCC(=O)O)n2-c2cccc(O)c2)cc1
  -291, 0.28, -0.25
CCOc1ccccc1CNC(=O)CCNC(=O)Cn1ccc2ccccc2c1=O
  19, 0.21, -1
COc1ccc(NC(=O)CSc2nnc(COc3ccccc3)n2Cc2ccco2)cc1OC
  -71, -0.12, 0.01
CC(C)NC(=O)CC1Nc2c3ccccc3nc(=S)n2C1=O (configuration not stated)
  -34, -0.47, -1.2
CCOC(=O)c1cnc(SCC(=O)NCc2ccco2)nc1N
  -18, 0.02, -0.17
O=C(CSc1nc(C2CCCCC2)n(-c2ccccc2)n1)NCC(F)(F)F
  13, -0.37, -0.68
Cc1nc2ccccc2c(=O)n1NC(=O)c1ccc([N+](=O)[O-])cc1Cl
  44, ., .
Cc1cc(C)cc(N(C(=O)c2cc3ccccc3oc2=O)C2C=CS(=O)(=O)C2)c1 (configuration not stated)
  ., 1.1, 1.8

# Reformatted with each value named: 2 of the compounds above.
Cc1nc2ccccc2c(=O)n1NC(=O)c1ccc([N+](=O)[O-])cc1Cl
  INS promoter inh: 44	sdo1 growth: .	sdo1 growth Rescue 24 h: .

Cc1cc(C)cc(N(C(=O)c2cc3ccccc3oc2=O)C2C=CS(=O)(=O)C2)c1 (configuration not stated)
  INS promoter inh: .	sdo1 growth: 1.1	sdo1 growth Rescue 24 h: 1.8

# Next part:
# Each structure is followed by: INS promoter inh, sdo1 growth, sdo1 growth Rescue 24 h
O=C(N/N=C/c1cn(CCOc2ccccc2)c2ccccc12)c1ccncc1
  13, -1.7, -1.7
COc1cc2nc(NC(=O)c3ccc(Cl)cc3)[nH]c(=O)c2cc1OC
  34, 0.22, 2.2
O=C(NCc1nnc(SCC(=O)N2CCOCC2)o1)c1ccccc1F
  -45, ., .
O=C(NCCN1CCOCC1)c1cc2ccccc2[nH]1
  29, -0.53, -1.1
O=C(NNS(=O)(=O)c1ccc(Cl)cc1)c1cccs1
  -13, ., .
S=C(NCCc1ccccc1)N1CCCCC1
  -19, ., .
COCCNC(=O)CN(C(=O)CCC(=O)Nc1cc(C)on1)c1cccc(C)c1C
  13, 0.27, -0.17
O=C(NCCNC1CCC(c2ccccc2)CC1)c1cccs1 (configuration not stated)
  -28, ., .
CCCCn1c(SCC(=O)Nc2ccc(OC)cc2)nc2ccc(N3CCOCC3)cc2c1=O
  5, -1.9, -0.79
CC(=O)Nc1ccc(-c2csc(Nc3cc(C)ccn3)n2)cc1
  6, ., .
O=C(Nc1cccc2ccccc12)c1cnccn1
  ., -0.69, -1.5
CC12CN3CCN(CC(C3)C1(O)CN1CCCCC1)C2 (configuration not stated)
  29, 0.95, 0.61
CCOC(=O)N1CCN(S(=O)(=O)c2ccc(C(=O)Nc3nnc(C4CC4)o3)cc2)CC1
  ., 2, 1.3
CCOc1ccc(NC(=O)CCN2CCCCC2)cc1
  ., 0.11, -0.32
O=C1/C(=C/c2ccco2)SC(=S)N1C1CCS(=O)(=O)C1 (configuration not stated)
  -50, ., .
CSc1ccc(OC2CCCCC2NS(=O)(=O)c2ccccc2)cc1 (configuration not stated)
  -17, -0.89, -0.78
CN(C)S(=O)(=O)c1ccc2nc(NC(=O)c3cccs3)sc2c1
  33, -0.95, -1.7
O=C(NCc1ccco1)C(=O)NCC1OCCCN1S(=O)(=O)c1ccccc1 (configuration not stated)
  0, 0.85, 0.01
COc1cccc(NC(=O)c2ccc(Cn3cc([N+](=O)[O-])cn3)o2)c1
  -11, 0.88, 1.1
CC(=O)N1CN(Cc2ccccn2)Cc2c1sc1c2CCCC1
  ., -0.71, -1.1
O=C1NC(=O)C(CC(=O)N(Cc2ccco2)C2(C(=O)NC3CCCCC3)CCCCC2)N1 (configuration not stated)
  -31, 0.02, -0.79
CCN1CCN(P2(=O)C=C(c3ccccc3)OC(c3ccccc3)=C2)CC1
  ., -1.2, 0.14
CCOc1ccccc1C1CC(=O)Nc2cc3c(cc21)OCO3 (configuration not stated)
  ., -0.65, -0.13
CCOC(=O)c1cnc2cc(C)nn2c1C
  ., -0.05, -0.04
COCCNC(=O)CN(C(=O)c1ccc(N2CCCC2)nc1)c1ccccc1
  i, ., .
COc1ccc2c(C(=O)CN(C)C3CCCCC3)c[nH]c2c1
  -11, -0.08, -0.65
NC(=O)C1(N2CCCCC2)CCN(C(=O)CCCn2c(=O)[nH]c3ccsc3c2=O)CC1
  ., 1.7, 0.94
O=S(=O)(Nc1ccc(-c2nc3cccnc3s2)cc1)c1ccc(Cl)s1
  ., -2.2, -1.5
Cc1nc(CC(=O)c2ccc(O)cc2O)cs1
  -27, -0.06, 0.12
CCc1ccccc1NC(=O)COc1ccc2c(=O)c(Oc3cc(C)ccc3C)coc2c1
  -27, 0.12, 1.5

# Continued.
molecule	INS promoter inh	sdo1 growth	sdo1 growth Rescue 24 h
N#CC1=C(N)NC(SCC(=O)Nc2ccccc2)=C(C#N)C12CCCC2	.	1	0.69
Cc1ccc2nc(NCc3ccccc3)[nH]c2c1	.	0.72	0.71
O=C(CN(Cc1ccccc1Cl)C(=O)c1ccc(CN2CCOCC2)o1)NCc1ccccc1	0	-0.63	-2
Cc1cccc(C(=O)N2c3ccccc3C(=O)OC2c2ccc3c(c2)OCO3)c1 (configuration not stated)	.	-0.53	-0.21
O=C(Nc1cc(Cl)cc(Cl)c1)c1cccc(OC(F)F)c1	-4	-2.5	-1.7
CCNC(=O)NC(=O)C(C)OC(=O)C1CCN(S(=O)(=O)c2ccccc2C(=O)OC)CC1 (configuration not stated)	7	.	.
Cn1c(=O)n(CCC(=O)O)c2ccccc21	.	-0.21	-1.4
CCc1ccc(C2=NN(CCC(=O)NC(C)c3ccc4c(c3)OCCO4)C(=O)CC2)cc1 (configuration not stated)	-43	.	.
O=C(NNC(=O)C1CC1)c1ccc(-c2ccccc2)cc1	4	0.16	0.09
COCCn1nnnc1C(C(C)C)N1CCN(C(=O)c2ccco2)CC1 (configuration not stated)	-45	-0.64	-1
COc1ccc2cnn(CCOc3ccccc3)c(=O)c2c1OC	.	-0.25	-0.4
O=S(=O)(c1ccccc1Cl)N1CCC(O)(c2ccc3c(c2)OCO3)CC1	-82	-1.3	-1.4
C=CCNC(=O)NC(=O)COC(=O)COc1ccc(Br)cc1F	5	1.3	1.4
Cc1cc(C)cc(OCC(=O)NNC(=O)CCN2C(=O)c3ccccc3C2=O)c1	-34	0.35	-0.47
CCC(=O)Nc1ccc(Nc2nc(C)c([N+](=O)[O-])c(Nc3ccc(NC(=O)CC)cc3)n2)cc1	.	-0.33	-0.43
Cc1ccc(CN(Cc2ccco2)S(=O)(=O)c2ccc(S(=O)(=O)NCC3CCCO3)cc2)cc1 (configuration not stated)	0	-1.1	-0.69
CN1C(=O)c2ccc(NC(=S)NC(=O)C(C)(C)C)cc2C1=O	.	0.64	0.24
CC(C)O/C(=N\S(=O)(=O)c1ccc(Cl)cc1)c1ccccc1	-16	0.07	-0.36
CC1CCN(C(=O)Cn2cc3c(n2)CCCC3)CC1	.	2.1	2.5
c1ccc2c(c1)CNc1ccccc1C2	5	0.25	-0.32
COc1ccccc1OCC(O)Cn1c(Br)nc2c1c(=O)[nH]c(=O)n2C (configuration not stated)	-38	-0.18	-0.56
COc1ccc(-n2c(-c3ccco3)n[nH]c2=S)cc1	.	-0.33	0.13
CCOc1ccccc1NC(=O)/C=C/C(N)=O	6	-0.41	-0.35
O=C1c2ccccc2C(=O)N1CCCc1nc(-c2ccncc2)no1	-43	-0.22	-0.31
O=C(O)c1ccc(NS(=O)(=O)c2ccc3c(c2)C(=O)c2cc(S(=O)(=O)Nc4ccc(C(=O)O)cc4)ccc2-3)cc1	-64	.	.
CCOC(=O)C(CC)Sc1nnc(COc2ccc(C)cc2)n1-c1ccccc1 (configuration not stated)	-131	-1.2	-1.2
O=C(NNS(=O)(=O)c1ccc(F)cc1F)C1Cc2c(ccc3ccccc23)O1 (configuration not stated)	12	0.16	-0.29
O=C(O)c1ccccc1C(=O)Nc1nccs1	18	0.72	0.16
O=[N+]([O-])c1ccc(C[n+]2cccc3c4ccccc4ccc32)cc1	-54	.	.
COc1ccc(Cl)cc1NC(=O)C1COc2ccccc2O1 (configuration not stated)	7	.	.
Cc1cc(NC(=O)CCC(=O)N(CC2CCCO2)C(C(=O)NC2CCCC2)c2ccccc2C)no1 (configuration not stated)	42	.	.
CCn1c2ccccc2c2cc(NC(=O)COc3ccccc3OC)ccc21	-3	-0.07	-0.38
Cc1ccc(NC(=O)C2CCN(S(=O)(=O)c3cnc[nH]3)CC2)cc1C	33	0.52	-0.67
CC(=O)Nc1ccc(OC(=O)CC2SC(=O)NC2=O)cc1 (configuration not stated)	.	1.1	-0.61
CNC(=O)c1cc2cc(OC)ccc2oc1=O	-43	0.41	-0.83
O=C(CSc1ncn[nH]1)c1ccccc1	.	1	0.23
Cn1nc(C(=O)Nc2c(-c3ccccc3)nc3sccn23)c2ccccc2c1=O	.	0.25	0.5
Cc1cc(=O)oc2cc(OCC(=O)OCc3nnc(-c4ccccc4)o3)ccc12	.	0.34	0.15
C=CCn1c(SCC(=O)Nc2cccc(OC)c2)nnc1-c1cccnc1	.	0.63	-0.05
CC(C)NS(=O)(=O)c1ccc(OCC(=O)NC(C)c2ccccc2)cc1 (configuration not stated)	-100	.	.
CCOC(=O)C1=C(CSc2nc3c(cc2C#N)CN(C)CC3)OC(N)=C(C#N)C1c1ccccc1 (configuration not stated)	36	-0.36	-0.74
